Lipid storage S3: qHTS Assay for Lipid Storage Modulators in Drosophila S3 Cells | AID 2685 | Drosophila S3 cells, BODIPY lipid droplet fluorescence, 18-24 h; cells fed with added oleic acid | lipid storage change, negative = inhibition, % at the top dose, mostly 46.1 µM; hits show Potency in µM | 0.64% of 320,000 active; active = well fitted inhibition curve with a large enough effect in the signal ratio, with a control signal flat, not every such curve was filed as active; inconclusive = small, poorly fitted or top-dose-only effect, or effect the other way, or a change in a side signal; the % refers to the signal ratio
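Drosophila S3 cells got compounds at several concentrations plus oleic acid (400 uM solution). Laser-scanning cytometry with 488 nm excitation read lipid droplets at 500-530 nm and cells at 575-640 nm. Percent activity was relative to 20 uM Triacsin C.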
Lipid storage S3 cell count max: also measured in Lipid storage S3; calls as there; cell number change, %; measured here: cell count max response;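 cells counted by Cell Tracker Red CMTPX staining in the red channel; peak over a dose series mostly up to 46.1 µM; percent activity relative to internal control wells on each plate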
An asterisk follows results filed as active; i = inactive; ? = inconclusive; / = not tested or not shown. % is scaled to controls: 0 for no effect and ±100 for the full control effect; potency is read from the fitted curve at half-maximal effect. Only part of the results is shown. The share of hits here may be higher or lower than overall.

| Lipid storage S3 | Lipid storage S3 cell count max | SMILES |
| --- | --- | --- |
| ? | / | S=c1[nH]c(-c2ccccc2)cn1/N=C/c1cccc2ccccc12 |
| ? | / | O=C(c1ccccc1)N1CCN(CC#CC2(O)CCCCC2)CC1 |
| 7% | 4 | CCN(CC)CCNc1cc(C)nc2c1C(=O)C(=O)C=C2N1CCCCC1 |
| ? | / | Cc1ccc(C(=O)N2CCN(C(=O)c3ccccc3)C2c2ccc(N(C)C)cc2)cc1 (stereo not drawn) |
| 17% | -10 | Cc1cccc(NC(=O)c2ccccc2NC(=O)Cc2ccccc2)c1C |
| ? | / | CC(CCc1ccccc1)NC(=O)CCNS(=O)(=O)c1ccccc1C(F)(F)F (stereo not drawn) |
| ? | / | O=C(Cc1cccc(Cl)c1)Nc1ccc(Br)cc1 |
| ? | / | CCOC(=O)CN1CC23C=CC(O2)C(C(=O)NCc2cccs2)C3C1=O (stereo not drawn) |
| 20% | / | O=S(=O)(NCCN1CCOCC1)c1ccc(Cl)c(Cl)c1 |
| i | -17 | COc1cc(CN2CCN(Cc3c[nH]c4ccccc34)CC2CCO)cc(OC)c1 (stereo not drawn) |
| 8% | 11 | C=CCSc1nc2sc3c(c2c(=O)[nH]1)CC(C)(CC)OC3 (stereo not drawn) |
| 6% | -12 | CCC(C(=O)Nc1ccsc1C(=O)OC)c1ccccc1 (stereo not drawn) |
| ? | / | COc1cc(/C=C(\C#N)c2nc3ccccc3[nH]2)ccc1O |
| ? | / | Cc1cccc(C)c1NC(=O)COC(=O)C1CC(=O)N(Cc2ccccc2)C1 (stereo not drawn) |
| i | -17 | Cc1ccccc1OCC(O)CNC1CCCC1 (stereo not drawn) |
| ? | / | CCOC(=O)C1C(=O)NC(N2CCCCC2)=NC1C(C)C (stereo not drawn) |
| ? | / | Cc1ccccc1NC(=O)C(C)O/N=C/c1cccc([N+](=O)[O-])c1 (stereo not drawn) |
| -18% | -13 | COc1ccc(C2CC(c3c(O)cc(C)oc3=O)=NCCS2)c(OC)c1 (stereo not drawn) |
| ? | / | O=c1c([N+](=O)[O-])c(N2CCCCC2)c2ccccc2n1-c1ccccc1 |
| -7% | -22 | COc1ccc(-c2csc(-n3ncc(-c4ccccn4)c3N)n2)cc1 |
| -3% | 4 | CC(Cc1ccccc1)C(=O)NCc1nc2ccccc2s1 (stereo not drawn) |
| -5% | 5 | Cc1ccnc(SCc2cc(=O)c(OC(=O)c3ccc(S(=O)(=O)N4CCCC4)cc3)co2)n1 |
| -5% | -10 | O=C(/C=C/c1cccs1)N1CCOCC1 |
| 16µM* | -14* | O=C(CSc1nc2ccccc2[nH]1)N1c2ccccc2Sc2ccccc21 |
| ? | / | O=C(C1CCN(S(=O)(=O)c2cccs2)CC1)N1CCCCC1 |
| ? | / | CCCN(CCO)CCCc1ccccc1 |
| ? | / | O=C(CSc1ccc2nnc(-c3ccccn3)n2n1)Nc1ccc2c(c1)OCCO2 |
| -1% | -10 | COCCn1c(C)cc(C(=O)CSc2nc3ccccc3o2)c1C |
| ? | / | CC(C)CNc1nc(NC(C)(C)C)nc(Oc2ccc(=O)[nH]n2)n1 |
| ? | / | CCOC(=O)C1CCCN(C(=O)c2cc(COc3ccc(C)nc3)on2)C1 (stereo not drawn) |
| ? | / | COc1ccc(-n2nc(C(=O)NCC(=O)N3CCC(C(N)=O)CC3)c3ccccc3c2=O)cc1 |
| 0% | -10 | CCCC1=NN(C(=O)Cc2ccc([N+](=O)[O-])cc2)C(O)(C(F)(F)F)C1 (stereo not drawn) |
| ? | / | CC(C)Cc1oc(C(=O)O)cc1CN |
| -8% | -27 | Cc1cc(SCC(=O)N2CCN(C(=O)c3ccco3)CC2)c(C)cc1Br |
| 22% | 12 | CCC(=O)Nc1cccc(SC)c1 |
| 7% | 22 | CSc1ccccc1NC(=O)c1cc(-c2ccco2)on1 |
| ? | / | COc1ccc(-c2nn(-c3ccccc3)cc2CO)cc1 |
| ? | / | O=C(O)c1cc([N+](=O)[O-])ccc1NCc1ccccn1 |
| ? | / | O=C(CCSc1ccccc1)NNC(=O)c1ccccc1F |
| ? | / | O=C(Nc1ccccc1C(=O)NCC1CCCO1)c1ccc(Cl)cc1Cl (stereo not drawn) |
| -1% | -9 | COc1ccc(OC)c(-n2c(=S)[nH]c3c(sc(=S)n3-c3ccccc3)c2=O)c1 |
| 10% | / | CC(Oc1ncnc2ccccc12)C(=O)Nc1cccc(S(=O)(=O)N2CCOCC2)c1 (stereo not drawn) |
| i | -11 | CCC(=O)Nc1ccc(S(=O)(=O)Nc2cccc(C)c2)cc1OC |
| ? | / | COc1ccc(-c2cc(C)no2)cc1S(=O)(=O)NCCCN1CCCCCC1 |
| ? | / | C=CCn1c(=O)c(C(=O)NCc2ccccc2)c(O)c2ccccc21 |

14 structures from above, ordered by heavy-atom count, largest number first.
| Lipid storage S3 | Lipid storage S3 cell count max | SMILES |
| --- | --- | --- |
| ? | / | COc1ccc(-n2nc(C(=O)NCC(=O)N3CCC(C(N)=O)CC3)c3ccccc3c2=O)cc1 |
| 10% | / | CC(Oc1ncnc2ccccc12)C(=O)Nc1cccc(S(=O)(=O)N2CCOCC2)c1 (stereo not drawn) |
| ? | / | O=C(CSc1ccc2nnc(-c3ccccn3)n2n1)Nc1ccc2c(c1)OCCO2 |
| -1% | -9 | COc1ccc(OC)c(-n2c(=S)[nH]c3c(sc(=S)n3-c3ccccc3)c2=O)c1 |
| ? | / | CCOC(=O)C1CCCN(C(=O)c2cc(COc3ccc(C)nc3)on2)C1 (stereo not drawn) |
| ? | / | O=C(Nc1ccccc1C(=O)NCC1CCCO1)c1ccc(Cl)cc1Cl (stereo not drawn) |
| 0% | -10 | CCCC1=NN(C(=O)Cc2ccc([N+](=O)[O-])cc2)C(O)(C(F)(F)F)C1 (stereo not drawn) |
| ? | / | CC(C)CNc1nc(NC(C)(C)C)nc(Oc2ccc(=O)[nH]n2)n1 |
| ? | / | O=C(C1CCN(S(=O)(=O)c2cccs2)CC1)N1CCCCC1 |
| ? | / | COc1ccc(-c2nn(-c3ccccc3)cc2CO)cc1 |
| ? | / | O=C(O)c1cc([N+](=O)[O-])ccc1NCc1ccccn1 |
| ? | / | CCCN(CCO)CCCc1ccccc1 |
| ? | / | CC(C)Cc1oc(C(=O)O)cc1CN |
| 22% | 12 | CCC(=O)Nc1cccc(SC)c1 |

The list continues:
| Lipid storage S3 | Lipid storage S3 cell count max | SMILES |
| --- | --- | --- |
| i | -27 | O=S(=O)(Oc1ccc(C(=S)N2CCOCC2)cc1)c1ccc(Cl)cc1 |
| ? | / | COc1ccc(NC(=O)Cn2c(=O)sc3ccccc32)cc1 |
| -1% | 28 | COc1ccc(C(=O)NCCSc2ccccc2)cc1OC |
| 2% | 17 | Cc1cc(/C=C2/NC(=O)NC2=O)c(C)n1-c1ccncc1 |
| 1% | -19 | CCOC(=O)c1[nH]cnc1C(=O)Nc1ccccc1C |
| ? | / | COc1ccc(-n2cc(CN(C)C3CCOCC3)c(-c3cccc(F)c3)n2)cc1 |
| -7% | -12 | CC(CCc1ccccc1)NC(=O)/C=C/c1ccc(F)cc1 (stereo not drawn) |
| ? | / | Cc1cccc(OCCOC(=O)CN2C(=O)NC3(CCCC3)C2=O)c1 |
| 13% | 12 | COC(=O)CNc1nc(Cl)nc(Nc2ccc(C)cc2)n1 |
| ? | / | CCOc1cccc2cc(-c3csc(NC(=O)CCC(=O)NCCCN4CCC(C)CC4)n3)c(=O)oc12 |
| 16% | 8 | COCN(C#N)c1nc(N(C)C)nc(N(C)C)n1 |
| ? | / | Cc1cc(C(=O)OCC(=O)N2c3ccccc3CC2C)c(C)o1 (stereo not drawn) |
| 4% | -9 | CCCc1cc(NCCCO)n2c(nc3ccccc32)c1C#N |
| ? | / | Oc1ccc(C[C@@H]2CNCCN2CC2(c3ccccc3)CC2)cc1 |
| i | -1 | COc1cc2[nH]c(=O)n(CCCC(=O)N3CC=C(c4ccccc4)CC3)c(=O)c2cc1OC |
| ? | / | O=C(Cc1ccsc1)Nc1ccc(Cl)cc1Cl |
| 22% | 8 | FC(F)(F)c1ccc(C2[C@H]3CN(Cc4ccc(-c5ccccc5)cc4)[C@H](c4ccccc4)C34CC2(c2cccnc2)C4)cc1 (stereo partly drawn) |
| ? | / | Cc1cc(C(=O)COC(=O)C2=NNC(=O)CC2)c(C)n1-c1ccc(OC(F)F)cc1 |
| i | 8 | COc1cc(NC(=O)C2CC(=O)N(CCc3ccc(F)cc3)C2)cc(OC)c1OC (stereo not drawn) |
| ? | / | Cc1c(Cl)c([N+](=O)[O-])nn1CCCC(=O)Nc1sc2c(c1C(N)=O)CCC(C)C2 (stereo not drawn) |
| 10% | / | CC(C)C(=O)Nc1cc2c3c(c1)CCN3C(=O)CC2 |
| 0% | -8 | O=C(Cc1cccs1)Nc1cccc(-c2nnc(-c3ccco3)o2)c1 |
| i | 1 | COc1ccc(C(=O)Nn2c(C)ccc2C)cc1OC |
| ? | / | COCCn1cnc2c1c(=O)n(CC(=O)NCC(F)(F)F)c(=O)n2Cc1ccccc1 |
| ? | / | O=C(CSc1nnc(NC(=O)c2ccccc2)s1)NCc1ccco1 |
| ? | / | COc1ccc(-c2noc(CCC(=O)Nc3cccnc3)n2)cc1OC |
| 8% | -1 | CCCc1c(C)c2ccccc2[nH]c1=O |
| ? | / | CC(C)NC(=O)c1sc2nc(-c3cccs3)cc(-c3cccs3)c2c1N |
| ? | / | N#CN=C(c1ccccc1)c1ccccc1 |
| 11% | 4 | O=C1Nc2ccccc2C(O)(C(=O)NCc2ccco2)N1c1ccc(Cl)c(Cl)c1 (stereo not drawn) |
| 0% | 2 | CC(C)c1ccc(CNC(=O)C2CCCN2S(=O)(=O)c2ccccc2)cc1 (stereo not drawn) |
| i | -15 | CCOc1ccc(CN2C(=O)c3ccccc3C2C(=O)NCc2cccnc2)cc1 (stereo not drawn) |
| -6% | 12 | CCC(CO)NS(=O)(=O)c1cc(-c2nn(C)c(=O)c3ccccc23)ccc1C (stereo not drawn) |
| ? | / | CCOC(=O)N1CCc2c(sc3c2c(=O)n(Cc2ccccc2)c(=O)n3CC(=O)NCCOC)C1 |
| 2% | 1 | O=C(COc1ccc(Br)cc1)N1CCN(c2ccc([N+](=O)[O-])c(N3CCCCC3)c2)CC1 |
| ? | / | COc1cccc(OC)c1C(=O)Nc1c(C(=O)N2CCN(c3ccccn3)CC2)oc2ccccc12 |
| 2% | / | COC(=O)c1n[nH]n(-c2ccc(F)c(Cl)c2)c1=O |
| ? | / | COC(=O)CSc1nnc(-c2ccoc2C)n1-c1ccc(C)cc1 |
| ? | / | COc1cccc(C2C(C(=O)c3cccs3)=C(O)C(=O)N2CCN2CCOCC2)c1OC (stereo not drawn) |
| -11% | 20 | CC1=Nc2ccc(Br)cc2C(c2ccccc2)N1CC(=O)O (stereo not drawn) |
| ? | / | CCOc1ccc(N(CC(=O)Nc2cccc(OC)c2)S(C)(=O)=O)cc1 |
| ? | / | Cc1oc(-c2ccc(Cl)cc2)nc1CS(=O)CC(=O)NCCCN1CCN(Cc2ccccc2)CC1 (stereo not drawn) |
| 13% | / | Nc1ccc(Cc2ccccn2)cc1 |
| ? | / | CCC(C)(C)NC(=O)C(c1cccc(OC)c1)N(C(=O)CNC(=O)c1cccs1)c1cccnc1 (stereo not drawn) |
| ? | / | O=C1/C(=C/c2cccs2)CCC/C1=C\c1cccs1 |
| ? | / | O=C(/C=C/c1ccccc1)/C=C/c1ccccc1 |
| i | / | CCCc1nnc(NC(=O)CCC(=O)N2CCN(CCOc3ccc(C)cc3)CC2)s1 |
| ? | / | O=C(c1ccco1)N1CCN(C(=O)c2cn(-c3ccccc3)nc2-c2ccccc2)CC1 |
| ? | / | COc1cc2cc(C(c3nnnn3C(C)(C)C)N3CCc4ccccc43)c(=O)[nH]c2cc1OC (stereo not drawn) |
| ? | / | C=CCOC(=O)C1=C(C)NC(SCC(=O)OCC)=C(C#N)C1c1ccc(C)cc1 (stereo not drawn) |
| ? | / | CC1(C)C(C=C(Cl)Cl)C1C(=O)N1CCN(c2ccccc2)CC1 (stereo not drawn) |
| ? | / | CC(Sc1nc(NCc2ccccc2)nc(N2CCOCC2)n1)C(=O)Nc1ccccc1 (stereo not drawn) |
| ? | / | COc1ccc(C(C)(C)C)cc1NC(=O)COC(=O)c1nc2nccc(C)n2n1 |
| 13% | 0 | CC(=O)c1ccc(S(=O)(=O)N2CCC(NC(=O)Nc3cccc(F)c3)CC2)cc1 |
| -13% | -9 | CC(=O)N1CCC(C(=O)Nc2cc(C)cc(C)c2)CC1 |
| ? | / | COc1ccc(C(=O)NCCS(=O)(=O)N2CCN(Cc3ccccc3)CC2)cc1 |
| -7% | 6 | CC1(C)c2cc(O)ccc2OC1N1CCOCC1 (stereo not drawn) |
| 19% | 2 | COc1cccc(-c2nc(Oc3cc(C)cc(C)c3)c3ccccc3n2)c1O |
| ? | / | O=C(CSc1nc2ccccc2[nH]1)c1ccc2c(c1)OCO2 |
| 16% | 8 | CCCC(=O)NC(=S)Nc1ccc(N2CCOCC2)c(Cl)c1 |

Next entries follow.
| Lipid storage S3 | Lipid storage S3 cell count max | SMILES |
| --- | --- | --- |
| ? | / | CC1CC(C)CN(S(=O)(=O)c2ccc3c(c2)CCN3C(=O)C2CC2)C1 (stereo not drawn) |
| -5% | 18 | Cc1[nH]c2ccccc2c1/C=N/NC(=O)CNC(=O)c1cccs1 |
| 4% | -11 | Cn1c(N)c(C(=O)CSc2nnc(C3CC3)n2-c2ccccc2)c(=O)n(C)c1=O |
| ? | / | CCOC(=O)Cc1csc(NC(=O)CSc2nc3sc(C(=O)O)c(C)c3c(=O)[nH]2)n1 |
| ? | / | O=C(O)CCSc1nc(C(F)(F)F)cc(=O)n1-c1ccccc1 |
| ? | / | Cc1ccc(S(=O)(=O)Nc2nc3ccccc3s2)cc1[N+](=O)[O-] |
